RGS4 inh: Inhibitors of Regulator of G Protein Signaling (RGS) 4: qHTS. Regulator of G-protein signaling 4 (Homo sapiens), P49798. Transcreener GDP fluorescence polarization, RGS4-accelerated GTP hydrolysis. Potency, µM (titrated, usually from 114 µM), inactives show at the highest dose activity change, negative = inhibition, actives largely listed as inhibitors. 390,000 tested, 0.039% active; note: potency is the fitted concentration of half-maximal effect; % is set by controls: 0 for no effect and ±100 for the full control effect; nearly all actives have a fitted effect of over 75% in size; some results filed as inactive show a strong effect at the top dose
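MLSMR compounds (23 nl, pin-transferred) preincubated 10 min at room temperature with a 500nM (2x) first reagent, then RGS4 at 900nM (2x) plus Transcreener GDP mix added; fluorescence polarization (620/688 nm) read before and after 90 min at 30 °C.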
APEX1 inh: qHTS Assay for Inhibitors of the Human Apurinic/apyrimidinic Endonuclease 1 (APE1) | Potency, µM (highest dose often 65.8 µM), inactives show top-dose activity change, negative = inhibition, most hits filed as inhibitors | recombinant APE1, TAMRA/BHQ-2 abasic DNA cleavage fluorescence | DNA repair nuclease/redox regulator APEX1 (Homo sapiens), P27695 | 350,000 tested, 0.35% active;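 note: potency is the fitted concentration of half-maximal effect; plate controls were vehicle for no effect and reference inhibitor for full effect; nearly all actives have a fitted effect of over 55% in size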
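Readout is kinetic fluorescence (ex 525, em 598 nm) from cleavage of 50 nM TAMRA/BHQ-2 THF abasic duplex by 0.75 nM APE1, compound added 15 min beforehand at RT.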
POLB inh: qHTS Assay for Inhibitors of DNA Polymerase Beta; P06746; Pol beta primer extension/strand displacement, fluorescence kinetic; Potency, µM (top dose mostly 114 µM), inactives show at the highest dose activity change, negative = inhibition, most hits filed as inhibitors; 340,000 tested, 1.3% active; AID 485314, 2010; note: potency is the fitted concentration of half-maximal effect; % is set by controls: 0 for no effect and ±100 for the full control effect
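Reaction started by 50 nM substrate onto compound-treated Pol beta (10 nM, 15 min preincubation, room temperature); plates read at 0 min and 10 min. Normalized concentration-effect data fitted by four-parameter Hill equation.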
POLH inh: qHTS for Inhibitors of Polymerase Eta; DNA polymerase eta (Homo sapiens), Q9Y253; recombinant Pol eta, fluorescent DNA replication assay; Potency, µM (titrated, usually from 114 µM), inactives show at the highest dose activity change, negative = inhibition, actives largely listed as inhibitors; 390,000 tested, 1.2% active; AID 588591, 2011; note: potency is the fitted concentration of half-maximal effect; % is set by controls: 0 for no effect and ±100 for the full control effect
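Pol eta at 10 nM preincubated with compounds 15 min at room temperature; reaction started with fluorescent substrate (50 nM final) and read kinetically at 0 and 10 min.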
ERG Ets-DNA blk: qHTS for Small Molecule Inhibitors of the ERG Ets/DNA interaction; Transcriptional regulator ERG (Homo sapiens), P11308; fluorescence polarization, His-ERG Ets domain / labelled DNA; Potency, µM (top dose mostly 76.9 µM), for inactives: at the top dose FP activity, negative = inhibition, usual class: inhibitors; 370,000 tested, 0.028% active; AID 624246, 2012; active = well fitted inhibition curve with a large enough effect in the polarisation, with a control signal flat; inconclusive = small, poorly fitted or top-dose-only effect, or effect the other way, or a change in a side signal; inactive = no such curve, though single readings can be large or run the other way; the % refers to the polarisation;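 note: polarization taken with two DNA probes labelled with fluorescein and Texas red; potency is the fitted concentration of half-maximal effect; % of control where 0% means no effect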
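His-tagged ERG Ets domain (1 uM in the protein solution; 300mM KCl, 50mM Tris-HCl, 1mM EDTA, 1mM DTT, pH 7.5) received compound, then a probe mix of 5 nM fluorescein-DNA and 100nM Texas-615-DNA. Fluorescence polarization was read for both dyes.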
LDHA inh: qHTS assay for inhibitors of human lactate dehydrogenase | L-lactate dehydrogenase A chain (Homo sapiens), P00338 | purified LDHA, NADH/diaphorase-resazurin fluorescence; stronger effect = lower value | activity change, % (values are at about 110 or 230 µM) | 480,000 tested, 0.15% active | AID 1347041, 2019; in the data active = activity change below about -30%; inconclusive = mostly about -25% to -30%;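 note: plate controls were DMSO wells for no effect and wells without enzyme for full effect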
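Remaining NADH was detected by diaphorase (0.133 mg/mL) converting 37 µM resazurin to fluorescent resorufin, read at 0 and 20 minutes. The preceding 5-minute room-temperature reaction used 2 nM LDHA, 0.2 mM sodium pyruvate and 0.06 mM NADH at pH 7.4.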
Pol kappa inh: qHTS for Inhibitors of Polymerase Kappa | Potency, µM (doses to about 107 µM), without a hit: top-dose activity, negative = inhibition, usual class: inhibitors | 400,000 tested, 0.53% active | purified Pol kappa, fluorescent DNA synthesis assay, 10 min | DNA polymerase kappa (Homo sapiens), Q9UBT6; note: potency is the fitted concentration of half-maximal effect; % is set by controls: 0 for no effect and ±100 for the full control effect
Target sequence (Q9UBT6 whole entry, looked up): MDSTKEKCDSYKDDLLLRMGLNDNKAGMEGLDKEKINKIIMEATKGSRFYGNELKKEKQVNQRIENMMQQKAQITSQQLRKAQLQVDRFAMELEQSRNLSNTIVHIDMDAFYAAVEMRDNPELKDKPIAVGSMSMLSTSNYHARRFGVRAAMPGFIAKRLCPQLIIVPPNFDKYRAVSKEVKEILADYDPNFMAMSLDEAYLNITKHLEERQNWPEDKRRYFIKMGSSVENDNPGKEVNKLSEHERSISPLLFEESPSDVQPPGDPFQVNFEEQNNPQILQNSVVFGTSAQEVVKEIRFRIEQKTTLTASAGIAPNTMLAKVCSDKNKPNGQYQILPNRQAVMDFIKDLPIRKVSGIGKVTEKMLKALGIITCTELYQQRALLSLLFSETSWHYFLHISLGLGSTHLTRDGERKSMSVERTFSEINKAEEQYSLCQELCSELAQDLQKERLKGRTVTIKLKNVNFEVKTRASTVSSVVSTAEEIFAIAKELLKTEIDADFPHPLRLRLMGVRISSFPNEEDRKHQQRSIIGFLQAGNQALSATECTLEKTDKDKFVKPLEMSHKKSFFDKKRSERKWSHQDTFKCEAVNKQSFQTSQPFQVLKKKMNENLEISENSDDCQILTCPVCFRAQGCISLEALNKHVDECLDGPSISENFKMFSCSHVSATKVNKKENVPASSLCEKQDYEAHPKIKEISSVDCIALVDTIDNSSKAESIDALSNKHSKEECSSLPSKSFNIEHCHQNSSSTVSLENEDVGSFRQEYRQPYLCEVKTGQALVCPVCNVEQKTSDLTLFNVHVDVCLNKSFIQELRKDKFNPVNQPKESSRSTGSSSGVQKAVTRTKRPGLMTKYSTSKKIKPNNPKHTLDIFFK
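Activity was followed as the change in fluorescence between reads at 0 and 10 min after starting the reaction with 50 nM substrate. Beforehand, 10 nM polymerase had been preincubated with compound for 15 min at room temperature.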
Anesthetic bind: qHTS Assay for Identification of Novel General Anesthetics. apoferritin/1-aminoanthracene competitive binding, fluorescence. Ferritin light chain (Equus caballus), P02791. Potency, µM (series often up to 77.5 µM), without a hit: top-dose activity change, negative = displacement, most hits filed as inhibitors. 350,000 tested, 0.074% active; note: potency is the fitted concentration of half-maximal effect; % is set by controls: 0 for no effect and ±100 for the full control effect; nearly all actives have a fitted effect of over 20% in size
Target sequence (P02791 2-175 limits assumed): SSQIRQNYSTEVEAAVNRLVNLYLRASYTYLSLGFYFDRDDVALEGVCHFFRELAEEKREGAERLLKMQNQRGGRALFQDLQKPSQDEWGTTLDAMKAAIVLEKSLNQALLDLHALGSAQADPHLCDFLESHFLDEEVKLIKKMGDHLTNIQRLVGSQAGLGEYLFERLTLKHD
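Horse-spleen apoferritin (10 uM) in 50% saturated 1-aminoanthracene in PBS was incubated 10 min at room temperature with compound. Fluorescence (ex 380, em 535 nm) was normalized to free and bound 1-AMA, with concentration-response fitted by a four-parameter Hill equation.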
12-LOX inh: Primary qHTS assay for inhibitors of human arachidonate 12S-lipoxygenase (ALOX12): Round 2; 580,000 tested, 1.1% active; purified 12hLO, xylenol orange hydroperoxide absorbance; Potency, µM (doses to about 108 µM), for inactives: top-dose activity change, negative = inhibition, actives largely listed as inhibitors; note: potency is the fitted concentration of half-maximal effect; % is set by controls: 0 for no effect and ±100 for the full control effect
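Purified human 12hLO (150 nM final) in 25 mM Hepes, 0.01% Triton X-100, pH 7.0 was preincubated 15 min at room temperature with compound. Then 40 uM arachidonic acid was added, 30 min. Hydroperoxide was read by Fe-XO absorbance ratio 573/405 nm.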
Active calls of the source: *; i = inactive; ? = inconclusive; / = not tested or not shown; & = joins results of further samples; [ ] = remark or other dose. Unless noted, calls come from the whole dose curve; as a rule, active = well fitted curve in the direction sought with a large enough effect; inconclusive = small, poorly fitted or top-dose-only effect, or another doubt; inactive = no such curve, though single readings can be large; an effect the other way counts as inactive or inconclusive.

Sample of the layout (eight entries):
SMILES	RGS4 inh	APEX1 inh	POLB inh	POLH inh	ERG Ets-DNA blk	LDHA inh	Pol kappa inh	Anesthetic bind	12-LOX inh
O=C(CCc1nnc(CCC2CCCCC2)o1)NCCn1cccn1	6%	-1%	11%	-21%	0%	0	-10%	?	-7%
CCOc1ccc(S(=O)(=O)Nc2cc(OC)c(OC)cc2C(=O)O)cc1	5%[56.9 µM]	0%	25%	9%	-5%	-2	-20%	-2%	?
COC(CNC(=O)c1cnn2c(C)c(Cc3ccccc3)c(C)nc12)OC	18%	23%	5%	5%	1%	2	-17%	-17%	45%[activator]
CCOC(=O)c1c(C)oc2nc(C)nc(NCc3ccccc3OC)c12	4%	/	4%	-23%	-1%	0&-6	-2%	-13%	?
O=C(CNC(=O)OCc1ccccc1)NC(Cc1cnc[nH]1)C(=O)O (centres undefined)	-19%	/	/	-5%	/	-7	1%	/	0%
CCOC(=O)/C(N=Nc1sc(C(=O)OC)c(C)c1C(=O)OCC)=C(\O)CCl	-30%	6%	41%	-16%	-7%	-2	-2%	8%	?
O=C(O)C(Cc1ccccc1[N+](=O)[O-])N1C(=O)c2ccccc2C1=O (centres undefined)	-13%	/	/	-17%	8%	-3	-13%	/	-7%
CCc1ccc(N(C(=O)CCC(=O)Nc2cc(C)on2)C(C(=O)NC(C)(C)C)c2ccc(OC)cc2)cc1 (centres undefined)	3%	10%	39%	-14%	-1%	-2	3%	-4%	-17%

The whole of this part, from the first entry:
SMILES	RGS4 inh	APEX1 inh	POLB inh	POLH inh	ERG Ets-DNA blk	LDHA inh	Pol kappa inh	Anesthetic bind	12-LOX inh
O=C(CCc1nnc(CCC2CCCCC2)o1)NCCn1cccn1	6%	-1%	11%	-21%	0%	0	-10%	?	-7%
CCOc1ccc(S(=O)(=O)Nc2cc(OC)c(OC)cc2C(=O)O)cc1	5%[56.9 µM]	0%	25%	9%	-5%	-2	-20%	-2%	?
COC(CNC(=O)c1cnn2c(C)c(Cc3ccccc3)c(C)nc12)OC	18%	23%	5%	5%	1%	2	-17%	-17%	45%[activator]
CCOC(=O)c1c(C)oc2nc(C)nc(NCc3ccccc3OC)c12	4%	/	4%	-23%	-1%	0&-6	-2%	-13%	?
O=C(CNC(=O)OCc1ccccc1)NC(Cc1cnc[nH]1)C(=O)O (centres undefined)	-19%	/	/	-5%	/	-7	1%	/	0%
CCOC(=O)/C(N=Nc1sc(C(=O)OC)c(C)c1C(=O)OCC)=C(\O)CCl	-30%	6%	41%	-16%	-7%	-2	-2%	8%	?
O=C(O)C(Cc1ccccc1[N+](=O)[O-])N1C(=O)c2ccccc2C1=O (centres undefined)	-13%	/	/	-17%	8%	-3	-13%	/	-7%
CCc1ccc(N(C(=O)CCC(=O)Nc2cc(C)on2)C(C(=O)NC(C)(C)C)c2ccc(OC)cc2)cc1 (centres undefined)	3%	10%	39%	-14%	-1%	-2	3%	-4%	-17%
CCCN(CCC)CCCNC(=O)C1CCN(S(=O)(=O)CC)CC1	6%	/	-4%	0%	0%	-2	-7%[60.1 µM]	-6%	-13%
CCC(Sc1nc2ccsc2c(=O)n1Cc1ccc(C(=O)O)cc1)C(=O)Nc1ccc(C)c(Cl)c1 (centres undefined)	-4%	-5%	?	79µM*	4%	0	-30%	-15%	?
COc1ccc(S(=O)(=O)N2CC(C)OC(C)C2)cc1C(=O)N1CCCCC1 (centres undefined)	4%	-14%	-4%	-18%	?	5	-10%	-4%	i
Cc1ccc2c(c1)-c1c(ssc1=S)C(C)(C)N2C(=O)c1ccco1	-90%	-1%	1%	-8%	/	-1	-5%	0%	?
Oc1c(Br)cc(C2N=C(c3ccccc3)NO2)cc1Br (centres undefined)	-29%[11.4 µM]	3%	2%	-15%	-2%	9	1%	-12%	28µM*
CN1CCN(C(=O)c2cc(=O)c3cc(Cl)ccc3o2)CC1	-5%	18%	0%	-5%	-18%	0&7	4%	1%	0%&-12%
CCOc1ccc(OCCC(=O)OCC(=O)Nc2cc(S(=O)(=O)N3CCOCC3)ccc2C)cc1	-18%	-7%	/	-13%	-5%	1	-2%	/	1%
COc1ccc(-n2nc(C(=O)NCC(=O)N3CCCC3)c3ccccc3c2=O)c(OC)c1	-6%	67%[activator][12.4 µM]	8%	-14%	-7%	-6	-9%	-5%	-19%
COc1ccc(CNC(=O)c2ccc3c(Cl)c4c(nc3c2)CCCC4)c(OC)c1	-16%	/	-1%	-14%	-3%	5	-2%	?	0%
Oc1ccccc1N=N/C(=N/Nc1ccccc1O)c1ccccc1	-2%	1%	/	-4%	-15%	0	-14%	/	?
Cc1ccccc1C(=O)Nc1cccc(NC(=S)NC(=O)c2cccs2)c1	-34%	0%	24%	-10%	-3%	-6	4%	-9%	145%[activator]
COC(=O)c1ccccc1NC(=O)C1CCCN(S(=O)(=O)c2ccccc2)C1 (centres undefined)	0%	-2%	3%	-11%	-2%	2	-12%	-6%	1%
CCn1cc(CNC(=O)c2cc(-c3ccccc3OC)nc3ccccc23)c(C)n1	-43%	-2%	7%	-10%	-3%	1	5%	-16%	-14%
CCC1=C(c2ccc(C)cc2)S(=O)(=O)N=C1N1CCC(C(=O)Nc2ccccc2C(=O)OC)CC1	10%	/	3%	/	-8%	-4	0%	-18%	?
O=C(COC(=O)CCSc1ccc(Cl)cc1)NCCc1ccccc1	1%	-1%	2%[57.1 µM]	-17%	-11%	-2	-24%	-2%	-26%
Cc1ccc(S(=O)(=O)N(C)CC(O)Cn2c3ccccc3c3ccccc32)cc1 (centres undefined)	6%	-5%	-23%	?	-3%	0	-10%	-11%	1%
CCS(=O)(=O)c1ccc2oc(Nc3cc(C)cc(C)c3)nc2c1	-14%	-6%	?	-26%	8%	1	-9%	?	13%
CC1CCCN(Cc2cccc(Oc3ccccc3)c2)C1 (centres undefined)	-8%	-1%	4%	-9%	/	-8	-6%[60.1 µM]	6%	-19%
O=C(NCc1cccs1)c1nn(-c2ccccc2Cl)nc1CO	-5%	/	8%	-12%	-2%	0	3%	-10%	-28%
COc1cc(CC(NC(C)=O)C(=O)NC2CCN(C(=O)c3cc(OC)c(OC)c(OC)c3)CC2)cc(OC)c1 (centres undefined)	15%	4%	-10%	5%	11%	-6	2%	0%	-2%
CCN1CCN(C(=O)C2CCN(Cc3nc(-c4cccc(Cl)c4)oc3C)CC2)CC1	18%	17%	5%	-16%	3%	-3	5%	-13%	?
COc1cc(/C=C(/C#N)C(=O)NCCCc2ccccc2)ccc1OCC(=O)O	-28%	9%	14%	5%	0%	-34*	3%	-3%	-95%
CC(C)Cn1c(=O)c2sccc2n2c(CCCC(=O)NC3CCCCC3)nnc12	22%	/	9%	-15%	-4%	-6	4%	0%	-18%
COc1ccc(OC)c(/C=N/N2CCN(c3ccc(Cl)cc3)CC2)c1	-7%	66%[activator]	0%	-8%	3%	-4	-1%	9%	/
O=C(CSc1nnc(NC2CCCCC2)s1)Nc1ccc(N2CCOCC2)cc1	-15%	-4%	12%	-3%	-4%	17	-2%	?	5%
CC(CNC(=O)C1CCCCC1C(=O)O)c1ccccc1 (centres undefined)	-28%	11%	17%	-5%	-1%	1	-1%	-10%	-24%
Cc1ccc(NC(=O)CSc2nc(-c3ccco3)cc(C(F)(F)F)n2)cc1C	-11%&19%	2%	1%&-8%	-28%&-2%	2%&-6%	-4&-8	-17%&-19%	-23%&-9%	4%&-7%
COc1cc(-c2cc(C(=O)OCC(=O)NC3CC3)c3ccccc3n2)cc(OC)c1OC	-9%	2%	/	-12%	3%	-4	-6%	/	-17%
Cc1cccc(Nc2ncc3c(n2)CC(C)CC3=O)c1 (centres undefined)	0%	7%	-6%	-15%	1%	-1	6%	-14%	390%[activator]
CCOC(=O)c1csc(NC(=O)c2cc(=O)c3ccccc3o2)n1	20%	-1%	-1%	6%	-3%	-7	-15%	-8%	-6%
O=C(C1CCC1)N1CCc2cc(S(=O)(=O)NCCN3CCN(c4ccccc4F)CC3)ccc21	12%	-2%	0%	-3%	4%	-4	-6%	2%	9%
Cc1cc(C(F)F)n2nc(C(=O)Nc3ccccc3Br)nc2n1	-13%	-8%	5%	-8%	-9%	-3	-1%	11%	0%
COc1cc(C(=O)O)nc2ccc([N+](=O)[O-])cc12	-8%	-8%	4%	-19%	-10%	2	-5%	-5%	-18%

The list is partial (hit frequency here may not be typical).
